# HCMV antiviral – blocks human cytomegalovirus replication; activity change, negative = inhibition, % at 57.5 µM; actives 4.5% (n = 410,000); HFF cells, HCMV-luciferase reporter, 72 h; hits give low values; in the data active = activity change below about -60%; inconclusive = no clear call, values can overlap the other calls; inactive = above about -39%
#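 Inhibition of viral replication was scored as loss of reporter luminescence in HFFs infected with HCMV-luciferase (MOI 1 PFU/cell) for 72 h; compounds tested at 2 doses, normalized to buffer and Salinomycin controls.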
# Sm TGR inh – S. mansoni TGR enzyme inhibition | Q962Y6 | purified TGR, DTNB reduction, TNB absorbance 405 nm | Potency, µM (doses to about 114 µM), for inactives: at the top dose activity change, negative = inhibition, most hits filed as inhibitors | actives 3% (n = 360,000) | AID 485364; note: potency is the fitted concentration of half-maximal effect; nearly all actives have a fitted effect of over 60% in size
#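 TGR 20 nM + NADPH 100 uM (dispensed conc.), cpd preinc 15 min RT; start with NADPH (500 uM addition) then DTNB (15 mM addition). Kinetic TNB absorbance, 405 nm filter. Four-parameter Hill fit across titration.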
# HCV inhibitor – blocks hepatitis C virus; Huh7.5.1 HCVcc-Cre infection, luciferase reporter, 44 h; Potency, µM (doses to about 41.8 µM), inactives show top-dose activity change, negative = inhibition, most hits filed as inhibitors; actives 3.4% (n = 340,000); note: potency is the fitted concentration of half-maximal effect
#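 Compounds are dispensed onto cells plated 4 h earlier at 1,000 per well, with HCVcc-Cre virus (about 0.5 moi) added next. Following 44 h of culture, luminescent signal is measured for 15 sec after 15 min with substrate at room temperature.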
# AmpC inh no detg – AmpC beta-lactamase inhibition without detergent; P00811; AmpC nitrocefin hydrolysis, absorbance 480 nm, 0.0001% Triton; Potency, µM (top dose mostly 57.1 µM), for the others: at the highest dose activity change, negative = inhibition, hits mostly inhibitors; actives 0.52% (n = 330,000); AID 485341;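 note: potency is the fitted concentration of half-maximal effect; plate controls were no compound for no effect and no enzyme for full effect; nearly all actives have a fitted effect of over 20% in size; some results filed as inactive show a strong effect at the top dose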
# Target sequence (P00811 whole entry, looked up): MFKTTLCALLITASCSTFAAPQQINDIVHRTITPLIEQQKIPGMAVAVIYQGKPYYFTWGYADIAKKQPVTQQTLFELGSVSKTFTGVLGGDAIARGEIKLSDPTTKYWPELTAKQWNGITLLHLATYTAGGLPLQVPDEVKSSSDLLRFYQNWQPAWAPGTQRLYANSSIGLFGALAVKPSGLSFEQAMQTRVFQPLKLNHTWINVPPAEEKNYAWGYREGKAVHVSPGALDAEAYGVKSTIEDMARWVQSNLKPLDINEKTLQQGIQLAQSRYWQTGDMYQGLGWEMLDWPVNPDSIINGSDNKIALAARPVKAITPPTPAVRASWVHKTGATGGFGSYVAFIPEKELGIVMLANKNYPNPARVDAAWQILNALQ
#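 AmpC (5.3 nM in the dispensed reagent) in 20 mM phosphate pH 7.0 with 0.01% (detergent screen) or 0.0001% Triton X-100 was preincubated with compounds for 15 min at room temperature. Nitrocefin was then added from an 800 uM solution, and hydrolysis was followed at 480 nm.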
# Giardia FBPA inh – inhibitors of Giardia lamblia fructose-1,6-bisphosphate aldolase | A8B2U2 | purified Giardia FBPA | Potency, µM (series often up to 59.6 µM), for inactives: top-dose activity, negative = inhibition, usual class: inhibitors | actives 0.71% (n = 290,000) | AID 2451; note: potency is the fitted concentration of half-maximal effect; nearly all actives have a fitted effect of over 55% in size
# Target sequence (A8B2U2 whole entry, looked up): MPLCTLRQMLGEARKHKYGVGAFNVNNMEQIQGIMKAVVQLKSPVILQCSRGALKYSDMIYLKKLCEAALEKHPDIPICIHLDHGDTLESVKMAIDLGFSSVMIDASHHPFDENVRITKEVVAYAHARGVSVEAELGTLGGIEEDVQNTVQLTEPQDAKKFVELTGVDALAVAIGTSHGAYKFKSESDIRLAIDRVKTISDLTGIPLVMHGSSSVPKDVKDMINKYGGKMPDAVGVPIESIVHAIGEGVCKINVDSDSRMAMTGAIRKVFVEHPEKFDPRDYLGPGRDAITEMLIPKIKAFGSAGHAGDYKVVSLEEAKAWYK
#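 Giardia FBPA (40 nM reagent) was preincubated 10 min at RT with compound (up to 57.5 uM final), then substrate plus GAPDH/TPI/NAD/arsenate coupling system with diaphorase/resazurin was added; resorufin fluorescence (525/598 nm) was read after 20 min.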
# AmpC inh detg – AmpC beta-lactamase inhibition with detergent present; P00811; AmpC hydrolysis of nitrocefin, absorbance 480 nm, 0.01% Triton; Potency, µM (series often up to 114 µM), for the others: at the top dose activity change, negative = inhibition, actives largely listed as inhibitors; actives 0.041% (n = 370,000);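 note: potency is the fitted concentration of half-maximal effect; 0% = no-compound wells and -100% = no-enzyme wells; nearly all actives have a fitted effect of over 25% in size; some results filed as inactive show a strong effect at the top dose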
#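 AmpC (5.3 nM in the dispensed reagent) in 20 mM phosphate pH 7.0 with 0.01% (detergent screen) or 0.0001% Triton X-100 was preincubated with compounds for 15 min at room temperature. Nitrocefin was then added from an 800 uM solution, and hydrolysis was followed at 480 nm.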
# An asterisk follows results filed as active; ? = inconclusive; . = no result given; & = joins results of further samples; [ ] = dose if it differs, or a comment. Unless noted, calls come from the whole dose curve; as a rule, active = well fitted curve in the direction sought with a large enough effect; inconclusive = small, poorly fitted or top-dose-only effect, or another doubt; inactive = no such curve, though single readings can be large; an effect the other way counts as inactive or inconclusive. Unless noted, % is set by controls: 0 for no effect and ±100 for the full control effect. The order is random (roughly 9.9% active in at least one column).
canonical_smiles	AmpC inh no detg	Giardia FBPA inh	HCV inhibitor	Sm TGR inh	HCMV antiviral	AmpC inh detg
C[C@H](NC(=O)OCc1ccccc1)c1nnc([C@H](C)NC(=O)OCc2ccccc2)o1	58%	5%	8%	2%	8	-3%
Cc1cc(C)cc(OC(=O)N2CCOCC2)c1	-16%	5%	15%	-6%	-6	-6%
O=C1Nc2ccc(Cl)cc2C12OCCCO2	-4%	1%	10%	0%	-11	0%
CCOc1ccc(NS(=O)(=O)c2ccc(NC(=S)NC(=O)C(C)C)cc2)cc1	-40%	-5%	-10%	40%[activator]	6	?
S=C(NCc1ccccc1)Nc1ccc(Oc2ccccc2)cc1	-30%	7%	?	1%	-23	?
C[C@H](NC(=O)c1nc[nH]c1C(=O)N1CCN(C(=O)OC(C)(C)C)CC1)C(=O)OC(C)(C)C	59%	.	2%	-7%	1	-4%
Cc1cc(NC(=O)c2cnc3c(-c4ccccc4)c(C)nn3c2C)ccc1Br	.	.	.	-5%	-10	-5%
CCOP(=O)(C#Cc1ccccc1)C(O)c1ccc(Br)cc1 (configuration not stated)	51%	-1%	4%	-12%	34	-1%
COC(=O)C1CCN(C(=O)COC(=O)c2ccc3[nH]c4c(c3c2)CCCC4)CC1	82%[activator]	.	?	0%	-33	-14%
CCOC(=O)NC(=O)/C(C#N)=C/c1ccc(N(C)C)cc1	-36%	-2%	12%	1%	-4	-13%
CCn1c(COc2ccc(C)cc2)nnc1SCC(=O)Nc1ccc(S(N)(=O)=O)cc1	-7%	2%	-11%	4%	6	-8%
O=C(Cn1cnnn1)NCc1ccccc1	163%[activator]	0%	18%	-1%	20	1%
O=C(Nc1nc2ccccc2s1)c1ccc(OCC2CCCO2)cc1 (configuration not stated)	35%	0%	7.9µM*	0%	-88*	-13%
COc1ccc(NC(=O)c2cc([N+](=O)[O-])ccc2N2CCN(C)CC2)cc1	-11%	0%	0%	0%	-23	-1%
CSc1nnc(-c2ccc(F)cc2)o1	-8%	1%	13%	0%	24	-9%
CC1Cc2ccccc2N1C(=O)COC(=O)CSc1ccc(F)cc1 (configuration not stated)	-25%	.	11%	8%	-17	-17%
O=C(CCc1nnc(CCCc2ccccc2)o1)NCC(F)(F)F	3%	-1%	28%	8%	18	-5%
CC(C)c1cc(C(=O)N2CCCC(Nc3ccc(F)c(F)c3)C2)nc(N)n1 (configuration not stated)	12%	.	-9%	-14%	2	2%
COc1ccccc1/C=N/n1nnnc1N	-39%	-2%	-19%	-1%	13	2%
N#C/C(=N\Nc1ccc(Cl)cc1)C(=N)N1CCCCCC1	-17%	-8%	-3%	9%	77	1%
COc1ccc(OC)c(CNS(=O)(=O)c2ccc3[nH]c4c(c3c2)CCCCC4)c1	.	.	.	2%	-29	-7%
COc1cccc(CNC(=O)CN2C(=O)COc3ccc(S(=O)(=O)Nc4ccccc4)cc32)c1	.	.	.	-1%	7	-8%
Nc1ncc(S(=O)(=O)NCc2ccc(Cl)cc2)cn1	.	.	.	-1%	-24	-2%
CCC1Sc2ccc(S(=O)(=O)CCC(=O)N3CCc4ccccc43)cc2NC1=O (configuration not stated)	-23%	.	-3%	?	0	-3%
CCCCCCCOc1ccc(OC(=O)c2ccncc2)cc1	-13%	4%	?	0%	-64*	?
Cc1occc1C(=O)N/N=C/c1c(O)ccc2ccccc12	-42%	9%	?	-17%	-101*	-6%
NS(=O)(=O)c1ccc(NC(=O)c2cc(=O)c3ccccc3o2)cc1	-11%	10%	2%	-7%	14	-5%
CCOC(=O)CCn1nc(-c2ccc(C)cc2)c2ccccc2c1=O	42%	7%	-9%	8%	9&-8	-7%&20%
COc1cc(C(=O)NC(C)Cc2cccs2)cc(OC)c1OC (configuration not stated)	-6%[11.4 µM]	6%	2%	-3%	34	-10%
Cc1ccc(S(=O)(=O)C(CCC(=O)c2ccc(Cl)cc2)C(N)=O)cc1 (configuration not stated)	-15%	3%	12%	5%	-21	0%
COc1cc(/C=C/C(=O)OCC(=O)NC(=O)NCc2ccco2)ccc1OC(F)F	20µM*	.	-8%	.	24	.
COc1ccc(CNC(=O)C2CCN(S(=O)(=O)c3cccc(C(F)(F)F)c3)CC2)cc1	15%	.	-28%	-6%	-21	-11%
Nc1ccc(CN2CCOCC2)cc1	-6%	2%	21%	1%	-19	-5%
O=C(CN1C(=O)c2ccccc2S1(=O)=O)NC1CC2CCC1C2 (configuration not stated)	-7%	1%	19%	3%	-14	?
COc1ccc(CCNC(=O)COc2ccc(S(=O)(=O)NCC(C)C)cc2Cl)cc1OC	68%[activator]	4%	-25%	-1%	-28	-9%
O=S(=O)(Nc1ncn[nH]1)c1ccc(Cl)cc1	-3%	-30%	22%	-14%	-15	-9%
Cc1cccc(NC(=O)CNC(=O)N2CC(=O)Nc3ccccc32)c1C	-5%	-12%	15%	-11%	-9	0%
Cc1ccc(OCC(=O)N(Cc2ccco2)c2ccccn2)cc1	.	.	.	-2%	-28	15%
CC(NC(=O)c1ccc(-c2cc(C(F)(F)F)ccc2Cl)o1)c1ccccc1 (configuration not stated)	-44%	-1%	-17%	11%	15	-4%
CCOc1ccc(-c2cc3c(=O)n(Cc4nc(-c5ccc(OC(C)C)cc5)oc4C)ccn3n2)cc1Cl	.	.	.	-7%	12	1%
O=C(N/N=C/c1cccs1)/C(=C/c1ccccc1)NC(=O)c1ccccc1	-17%	6%	1%	-8%	-27	-10%
COc1ccc(-n2nc(C(=O)NCC(=O)NCc3ccc(F)cc3)c3ccccc3c2=O)c(OC)c1	1%	4%	17%	-19%	-39	-4%
Cc1cc(C)[n+]2n1C(=O)C(c1ccccc1)=C2[O-]	-21%&-6%	7%&6%	5%&7%	49%&-4%[activator]	-31&24	?
O=C(CNC(=O)c1ccc(OC(F)F)cc1)NCc1ccccn1	-13%	.	-10%	-1%	8	?
CCCCOCP(=O)(CC)COCCCC	-3%	5%	18%	-6%	25	?
CCC1(c2ccccc2)NC(=O)N(CC(=O)NNC(=O)c2ccc(F)cc2)C1=O (configuration not stated)	-14%	.	22%	-5%	-8	-15%
CC(C)Nc1nc(NC(C)C)nc(SCCOC(=O)Nc2ccc(Cl)cc2Cl)n1	-15%	0%	?	9%	7	-4%
O=C(COC(=O)CCC(=O)c1cccs1)NC(=O)c1ccc(OC(F)F)cc1	-21%	2%	4%	-4%	?	?
Cc1c(C(=O)NC2CCCc3ccccc32)oc2ccc(S(=O)(=O)N3CCCCC3)cc12 (configuration not stated)	-30%	6%	7%	-1%	41	?
CC(CC(=O)Nc1ccc2c(c1)OCCO2)c1ccccc1 (configuration not stated)	-13%	-9%	2%	5%	76	2%
N#CCn1cc(/C=N/NC(=O)c2cc3c(ccc4ccccc43)o2)c2ccccc21	-3%	1%	?	3%	-39	-7%
COc1ccc(CCNS(=O)(=O)c2ccc3c(c2)n(C)c(=O)c(=O)n3C)cc1OC	-10%	1%	-2%	1%	8	?
CC(C)(C)C(=O)Nc1ccc(N2CCCC2)cc1	13%	-22%	-29%	0%	10	-9%
Cc1c(NC(=O)CSc2nncn2-c2ccccc2)c(=O)n(-c2ccccc2)n1C	-15%	.	12%	-2%	-17	-7%
Cc1ccc(CCNC(=O)C2CCN(S(=O)(=O)c3ccc4nc5c(c(C(=O)O)c4c3)CCCC5)CC2)cc1	-15%	17%	14%	-7%	44	?
CCN1C(=O)C2(C(C#N)=C(N)Oc3c2c(C)nn3-c2ccccc2)c2ccccc21 (configuration not stated)	7%	?	-3%	-48%	-20	-4%
CCC(c1nnnn1C1CCCCC1)N1CCN(C2CCCC2)CC1 (configuration not stated)	-8%	0%	-20%	-8%	37	-3%
O=C1C2C3CC(C2C(=O)N1c1cccc(Cl)c1)[C@H](O)C3O (some centres not stated)	-21%	6%	7%	9%	11	7%
CC(C#N)Sc1ncnc2sc3c(c12)CCC3 (configuration not stated)	-7%	2%	-28%	3%	?	-8%
CCNC(=S)NNC(=O)c1cccnc1	-20%	?	6%	-2%	-8	?

# Some of the entries above in another layout.
COc1ccc(CNC(=O)C2CCN(S(=O)(=O)c3cccc(C(F)(F)F)c3)CC2)cc1
  AmpC inh no detg = 15%
  Giardia FBPA inh = .
  HCV inhibitor = -28%
  Sm TGR inh = -6%
  HCMV antiviral = -21
  AmpC inh detg = -11%
Nc1ccc(CN2CCOCC2)cc1
  AmpC inh no detg = -6%
  Giardia FBPA inh = 2%
  HCV inhibitor = 21%
  Sm TGR inh = 1%
  HCMV antiviral = -19
  AmpC inh detg = -5%
O=C(CN1C(=O)c2ccccc2S1(=O)=O)NC1CC2CCC1C2 (configuration not stated)
  AmpC inh no detg = -7%
  Giardia FBPA inh = 1%
  HCV inhibitor = 19%
  Sm TGR inh = 3%
  HCMV antiviral = -14
  AmpC inh detg = ?
COc1ccc(CCNC(=O)COc2ccc(S(=O)(=O)NCC(C)C)cc2Cl)cc1OC
  AmpC inh no detg = 68%[activator]
  Giardia FBPA inh = 4%
  HCV inhibitor = -25%
  Sm TGR inh = -1%
  HCMV antiviral = -28
  AmpC inh detg = -9%

# (cont.)
canonical_smiles	AmpC inh no detg	Giardia FBPA inh	HCV inhibitor	Sm TGR inh	HCMV antiviral	AmpC inh detg
Cc1ccc(C2=[N+]([O-])C3(CCCCC3=O)N(O)C2(C)C)cc1 (configuration not stated)	-18%	-5%	13%	?	1	7%
O=C(O)c1cccc(COc2ccc3c(c2)CCC3)c1	-26%	?	18%	13%	0	3%
Cc1csc(SCC(=O)Nc2cc(C(C)(C)C)nn2-c2ccccc2)n1	15%	0%	?	3%	-1	?
COC(=O)CCCCCc1ccc(C(C)=O)s1	23%	12%	10%	-8%	-2	?
CC(C)NC(=O)C1CCN(C2CCN(C(=O)c3scc4c3CCCC4)CC2)CC1	8%	-2%	?	6%	-12	6%
COC(=O)c1ccccc1NC(NC(=O)c1ccco1)C(=O)c1ccc(C)cc1 (configuration not stated)	-3%	9%	-4%	6%	30	?
C[C@H]1C[C@H]2[C@@H]3CCC4=CC(=O)C=C[C@]4(C)[C@@]3(Cl)[C@@H](O)C[C@]2(C)[C@@]1(O)C(=O)CO	-5%	5%	2%[8.37 µM]	-5%	-18	-6%
C/C(=N/O)c1cc(C(C)(C)C)c(O)c(C(C)(C)C)c1	-15%	-1%	?	-3%	-22	-1%
CN1CCN(C(=O)c2ccccc2NS(=O)(=O)c2ccc(F)cc2)CC1	-12%	.	7%	-16%	0	-16%
Cc1ccc(Cl)cc1NC(=O)COC(=O)CCN1C(=O)C2CC=CCC2C1=O (configuration not stated)	48%	.	?	.	70	.
Cc1ccc(NC(=O)Cn2nnc(-c3ccc4c(c3)OCO4)n2)cc1F	-6%	13%	-9%	5%	14	-4%
CCC(=O)N1CCc2cc(S(=O)(=O)NC(C(=O)Nc3cc(OC)cc(OC)c3)C(C)C)ccc21 (configuration not stated)	.	.	.	4%	-12	-2%
C=CCC(NCc1ccccc1)c1ccco1 (configuration not stated)	.	10%	18%	-8%	66	4%
